NCI-60 one-dose screen, 48 h, at 10 µM unless noted. Numbers give growth in % (100 = growth as untreated, 0 = no growth, -100 = all killed).
LOX IMVI = LOX IMVI melanoma; 7.4% of 79,000 active
MDA-MB-231 = MDA-MB-231 breast cancer; 5% of 81,000 active; AID 1794789
MDA-MB-468 = MDA-MB-468 breast cancer; 8.5% of 78,000 active
T-47D = T-47D breast cancer; 5% of 79,000 active
K-562 = K-562 leukemia; 7.4% of 78,000 active; AID 1794777
BT-549 = BT-549 breast cancer; 4.4% of 78,000 active; AID 1794793
MCF7 = MCF7 breast cancer. 6.3% of 82,000 active
HS 578T = HS 578T breast cancer. 4.1% of 78,000 active
An asterisk follows results filed as active; / = not tested or not shown; & = joins results of further samples. Rule for the calls: active = growth percent below 10; inactive = the rest.

SMILES	LOX IMVI	MDA-MB-231	MDA-MB-468	T-47D	K-562	BT-549	MCF7	HS 578T
CC(=O)[C@@H]1CC[C@]2(C(=O)O)CC[C@]3(C)[C@H](CC[C@@H]4[C@@]5(C)Cc6c([nH]c7ccccc67)C(C)(C)[C@@H]5CC[C@]43C)[C@@H]12	50	83	82	65	38	72	39	73
O=C(Nc1cc(Cl)ccc1C(=O)O)c1cccc(C[n+]2ccccc2)c1	93	101	97	96	110	82	94	96
CCN1CCN(c2ccc(NC(=O)Nc3ccc(-c4cc(C(=O)NC)c5ncccc5n4)cc3)cc2C(F)(F)F)CC1	-100*	-100*	-96*	49	/	-96*	-83*	-52*
COc1ccc(C(CC(CCNS(=O)(=O)c2ccc(C)cc2)OC)c2ccc3ccccc3c2)cc1 (stereo not drawn)	93	96	99	52	59	84	61	89
O=C(O)c1cccnc1Cl	92	100	102	/	108	108	92	111
CC(=O)N1N=C(c2ccc(Cl)cc2)CC1c1c(C)nn(-c2ccccc2)c1N(C)Cc1ccccc1 (stereo not drawn)	84	81	59	60	62	88	72	/
COc1ccc(C2Oc3ccccc3C(=O)C2SC(=S)N2CCOCC2)cc1 (stereo not drawn)	96	106	96	84	/	85	89	103
COC1C(CO)OC(OC2CC(C(C)C)C3(C)CCC4(C)C5C(=CCC4(C)C23)[C@@]23CC[C@H]4OC2O[C@@H]5CC3C4(C)C)C(O)C1O (stereo partly drawn)	94	105	100	86	77	101	90	104
CN1CCN(CCCOc2cccc3nc(Nc4ccc(Cl)c(F)c4)ccc23)CC1	-96*	-58*	33	38	-49*	80	-43*	53
COc1ccc(C#Cc2ccc(=O)oc2-c2cc(OC)c(OC)c(OC)c2)cc1O	41	60	/	45	17	45	16	55
C/C(O)=C(\C=N\C(N)=S)C(=O)Nc1ccccc1C	99	99	107	95	105	102	97	104
NC(N)=N/N=C/c1c(Cl)cccc1Cl	92	103	71	99	80	128	91	98
CN1CCN(CC(=O)Nc2nnc(-c3ccc(Cl)cc3)s2)CC1	/	90	101	95	85	105	90	97
Nc1cccc(S(=O)(=O)c2cccc(N)c2)c1	104	105	119	104	10	111	105	118
CCN(CC)CCOc1ccc(C#N)cc1	106	112	91	105	/	109	97	103
O=P(O)(O)Cc1c(Cl)c(Cl)c(CP(=O)(O)O)c(Cl)c1Cl	100	107	113	99	110	104	98	105
NC(=S)N/N=C/c1ccco1	107	111	90	95	102	108	94	104
COc1ccc(C(=NNS(=O)(=O)c2ccc(C)cc2)c2ccc(F)cc2)cc1OC	107	99	96	78	86	113	90	89
CSc1nc(N)c(CNc2ccccc2)c(=O)n1C	90	96	94	91	103	/	100	113
CC12CC[C@@H]3[C@]4(C)COC(c5cn[nH]c5-c5ccc(Br)cc5)O[C@@H]4CC[C@@]3(C)[C@@H]1CC(C1=CCOC1=O)O2 (stereo partly drawn)	22	66	9.9*	16	19	22	/	56
CC(C)COC(=O)COc1ccccc1	98	102	89	/	99	108	100	106
CN(C)c1ccc2c(c1)/C(=N/O)c1ccccc1-2	59	90	77	86	30	92	20	36
COc1ccc(/C=C(/C(=O)N2CCNCC2)c2cc(OC)c(OC)c(OC)c2)cc1O	44	58	-4.5*	32	22	59	23	27
Nc1nc(SCc2cccc(CCl)c2)c2[nH]cnc2n1	57	102	72	78	21	55	72	94
O=C(O)C1=C2C(=O)Nc3cccc(c32)C2(C1)C(=O)Nc1ccccc12 (stereo not drawn)	90	107	106	101	100	115	89	100
Oc1ccc2ccccc2c1.[Cu+2]	97	110	102	93	99	110	100	107
CC(=O)c1ccc(N=C=S)cc1	102	111	102	91	104	117	95	106
CSc1nc(O)c(-c2ccccc2)c(=O)[nH]1	101	99	99	100	98	103	96	110
COC(=O)[C@@H]1CCCN1C(=O)CCCCOc1cc(O)c2c(=O)cc(-c3ccccc3)oc2c1	98	110	101	100	103	111	89	109
Cn1c(=O)[nH]c2nc(-c3ccc(Cl)cc3)ccc2c1=O	105	112	/	95	85	103	96	107

Entries from the list above containing fluorine (3):
SMILES	LOX IMVI	MDA-MB-231	MDA-MB-468	T-47D	K-562	BT-549	MCF7	HS 578T
CCN1CCN(c2ccc(NC(=O)Nc3ccc(-c4cc(C(=O)NC)c5ncccc5n4)cc3)cc2C(F)(F)F)CC1	-100*	-100*	-96*	49	/	-96*	-83*	-52*
CN1CCN(CCCOc2cccc3nc(Nc4ccc(Cl)c(F)c4)ccc23)CC1	-96*	-58*	33	38	-49*	80	-43*	53
COc1ccc(C(=NNS(=O)(=O)c2ccc(C)cc2)c2ccc(F)cc2)cc1OC	107	99	96	78	86	113	90	89

(continued)
SMILES	LOX IMVI	MDA-MB-231	MDA-MB-468	T-47D	K-562	BT-549	MCF7	HS 578T
O=S(=O)(NCCNc1cc(-c2c(-c3cccc(O)c3)nc3sccn23)ccn1)c1ccc(C(F)(F)F)cc1	38	53	31	-1.9*	23	27	16	43
CC(=O)c1c(OCCN2CCCCC2C)ccc2c(C)cc(=O)oc12 (stereo not drawn)	99	117	96	97	77	103	108	106
CC1Cc2ccccc2O1 (stereo not drawn)	97	115	120	104	117	134	100	111
Nc1nccc(-c2c(-c3ccc(F)cc3)ncn2C2CCCCC2)n1	88	62	57	41	93	82	45	87
c1ccc2c(C3OCC4(CCCCC4)CO3)cccc2c1	97	101	86	92	88	84	88	96
CCCN(CCC)S(=O)(=O)c1ccc(C(=O)O)cc1	97&101	96&103	112&99	96&102	102&104	104&104	113&107	98&115
COc1ccc(-c2cc(-c3ccc4c(c3)Sc3ccccc3N4C)c(C#N)c(N)n2)cc1OC	27	79	92	74	74	102	73	83
COc1cc(C2NC(c3cc(OC)c(OC)c(OC)c3)C(C#N)(C#N)C2(C#N)C#N)cc(OC)c1OC (stereo not drawn)	98	97	93	96	109	101	95	89
CCOC(=O)c1cc(CCCOc2ccc(-c3noc(C(F)(F)F)n3)cn2)on1	97	68	57	80	54	97	100	88
COc1ccc(-c2nn(-c3ccccc3)cc2C2CC(c3cc4ccccc4oc3=O)=NN2C(N)=O)cc1 (stereo not drawn)	66	89	82	89	101	90	84	96
O=C(Nc1ccccc1)Nc1nnc(-c2ccncc2)o1	99	103	103	96	98	94	96	109
CC1CC(OC(=O)c2ccccc2O)CC(C)(C)C1 (stereo not drawn)	103&101	117	105&103	102&103	110&106	110&124	108	107&113
O=c1[nH]c2ccc(Cl)cc2cc1CSc1ccccc1Nc1nccc(-c2ccc3c(c2)OCO3)n1	72	83	42	38	48	88	30	70
Cc1ccc2nc(NC(=O)CSc3nc(-c4cccnc4)c(C#N)c(=O)[nH]3)sc2c1	97	102	114	96	103	103	95	102
O=c1oc2ccccc2cc1-c1csc(N=Nc2c(O)[nH]c3ccccc23)n1	92&101	77&101	87&100	98&100	99&107	103&96	80&91	94&95
Cc1cc(-c2ccccc2)cc(=O)[nH]1	99	105	102	91	93	100	109	101
COc1cc2oc(-c3cccc(NC(=O)[C@H](C)NC(=O)[C@H](C)N)c3)cc(=O)c2c(OC)c1OC	107	99	92	103	98	106	92	111
COc1ccc(S(=O)(=O)Nc2cc(Sc3cccc4cccnc34)c(O)c3ccccc23)cc1	-56*	25	-40*	-31*	-7.5*	28	-50*	47
Cc1ccc(S(=O)(=O)N/N=C2/CC(C)(C)CC(=O)C2(C)C)cc1	93	115	96	92	89	116	97	98
COc1ccc(/C=C/c2nc(N3CCOCC3)c3nc(F)c(F)cc3n2)cc1OC	101	84	118	88	96	99	81	100

Given field by field: four of the compounds above
SMILES: CC(C)COC(=O)COc1ccccc1
  LOX IMVI = 98; MDA-MB-231 = 102; MDA-MB-468 = 89; T-47D = /; K-562 = 99; BT-549 = 108; MCF7 = 100; HS 578T = 106
SMILES: CN(C)c1ccc2c(c1)/C(=N/O)c1ccccc1-2
  LOX IMVI = 59; MDA-MB-231 = 90; MDA-MB-468 = 77; T-47D = 86; K-562 = 30; BT-549 = 92; MCF7 = 20; HS 578T = 36
SMILES: COc1ccc(/C=C(/C(=O)N2CCNCC2)c2cc(OC)c(OC)c(OC)c2)cc1O
  LOX IMVI = 44; MDA-MB-231 = 58; MDA-MB-468 = -4.5*; T-47D = 32; K-562 = 22; BT-549 = 59; MCF7 = 23; HS 578T = 27
SMILES: Nc1nc(SCc2cccc(CCl)c2)c2[nH]cnc2n1
  LOX IMVI = 57; MDA-MB-231 = 102; MDA-MB-468 = 72; T-47D = 78; K-562 = 21; BT-549 = 55; MCF7 = 72; HS 578T = 94

Next part.
SMILES	LOX IMVI	MDA-MB-231	MDA-MB-468	T-47D	K-562	BT-549	MCF7	HS 578T
O=C(c1ccc(-c2nc(CSc3nc4ccccc4s3)no2)cc1)N1CCOCC1	76	84	16	35	54	51	70	109
N#Cc1cc(N)n(-c2nc3c(cnn3-c3ccccc3)c(=O)n2-c2ccccc2)n1	91	106	111	55	89	65	78	107
O=Cc1cc2ccccc2nc1Oc1ccc(C(F)(F)F)cc1	74	76	91	84	59	100	48	90
CCN1C(=O)N(CC)C2Nn3c(s/c(=C\c4ccccc4F)c3=O)=NC21 (stereo not drawn)	44	35	29	73	16	44	33	57
Cc1cc(=O)n2cn[nH]c2n1	121	122	155	100	64	138	93	80
CCOC(=O)c1cc(C(=O)c2cc(OC)c(OC)c(OC)c2)n2ccccc12	47	38	-7.1*	47	11	40	24	40
CCN1CCN(c2ccc(NC(=O)Nc3ccc4c(ccn4-c4ccnc(C(=O)NC)c4)c3)cc2C(F)(F)F)CC1	-88*	58	66	91	-9.5*	74	5.6*	35
Nc1nc(N)c(-c2ccccn2)c(CCCO)n1	104	112	105	114	104	107	95	106
CC1(C)N=C(N)NC(Nc2ccc(S(N)(=O)=O)cc2)=N1	102	100	102	108	103	108	95	104
COc1cc(/C=C2\CN(S(=O)(=O)c3ccc(C)cc3)C/C(=C\c3cc(CN4CCCC4)c(O)c(OC)c3)C2=O)cc(CN2CCCC2)c1O	-93*	-20*	-12*	40	1.3*	13	-25*	10.0*
Cc1ccc(-n2nnc3c(sc4ccccc43)c2=O)cc1	39	41	/	64	80	81	81	23
CC12c3[nH]c4ccccc4c3CCN1C(c1ccccc1)=NN2c1ccccc1 (stereo not drawn)	82	77	92	76	78	108	95	93
Nc1ncc(C2CCNC(=O)c3[nH]ccc32)[nH]1 (stereo not drawn)	99	99	97	92	96	111	96	112
CCOC(=O)CC(=O)C(OC)OC	103	93	106	94	113	95	101	96
COc1ccc(C2c3sc4c(F)cccc4c3Oc3ncnc(N)c32)cc1 (stereo not drawn)	93	87	97	80	103	104	65	95
CCN(CC)CC(O)c1ccc2ccc3ccccc3c2c1 (stereo not drawn)	94	69	92	92	97	94	93	68
COC(=O)C1=C(C(=O)OC)[C@@H]2CCC[C@H]1[C@H]1[C@@H]2N=NN1c1ccccc1	97	118	103	94	90	102	104	109
CC1(C)CC(=O)NC(=O)C1	100	104	100	102	105	95	95	111
Oc1ccc(/C=N/c2n[nH]c(Nc3ccccc3)n2)cc1	98	110	98	122	22	109	97	120
O=C(NNc1nc2cc(F)c(F)cc2n2cccc12)c1cnccn1	11	44	17	14	15	44	14	76
Nc1cc(Nc2ccc(I)cc2)nc(N)n1	111	114	100	91	79	94	94	96
C=C(C)[C@@H]1CC[C@]2(C#N)CC[C@]3(C)[C@H](CC[C@@H]4[C@@]5(C)Cc6c([nH]c7ccccc67)C(C)(C)[C@@H]5CC[C@]43C)[C@@H]12	90	100	108	85	104	96	84	86
NC(=O)c1ncc(Cl)cc1Cl	96	102	114	92	99	112	96	113
COc1ccc(N/C=C/C2=[N+](C)c3ccccc3C2(C)C)c(OC)c1	96	85	81	89	103	89	88	100

Screening results deposited in PubChem BioAssay by NCI.
